FUS suppressor – suppressors of FUS proteinopathy in yeast; Potency, µM (top dose mostly 76.6 µM), for inactives: top-dose growth rescue (activation), most hits filed as activators; S. cerevisiae FUS-expressing, growth rescue, OD600, 24 h; 390,000 tested, 0.24% active;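 further: potency means the concentration at half of the fitted maximal effect; plate controls were DMSO vehicle for no effect and reference control for full effect; nearly all actives have a fitted effect of over 55% in size; some results filed as inactive show a strong effect at the top dose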
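Restored growth of FUS-toxic S. cerevisiae, read as 600 nm absorbance after 24 h at 30C in galactose medium (starting OD 0.005). Controls CP55940 and DMSO.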
Abeta yeast res – A-beta toxicity reversal in yeast; yeast expressing A-beta42, growth rescue, OD600, 48 h; response scale: 0% DMSO, 100% iron-clioquinol control; Potency, µM (series often up to 46.1 µM), for the others: top-dose growth rescue, most hits filed as activators; 410,000 tested, 0.063% active; AID 1347071; further: potency means the concentration at half of the fitted maximal effect; nearly all actives have a fitted effect of over 55% in size
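Yeast growth medium received pinned compounds, then yeast cells expressing toxic A-beta were added; plates incubated at 30 C for 48 hr. Growth read as absorbance at 600 nm, normalized to DMSO and equimolar FeCl3 plus clioquinol controls.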
WRN helicase inh – WRN helicase (human) inhibition. 360,000 tested, 0.46% active. Potency, µM (doses to about 114 µM), for inactives: top-dose activity change, negative = inhibition, usual class: inhibitors. WRN helicase unwinding, fluorescent forked duplex, kinetic. Q14191; further: potency means the concentration at half of the fitted maximal effect; on the % scale 0 is the no-effect control and ±100 the full control effect; nearly all actives have a fitted effect of over 55% in size
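WRN at 20 nM final was preincubated with compound for 15 min at room temperature; reaction started with 100 nM forked duplex oligonucleotide carrying fluorophore and quencher plus 2 mM ATP (final). Unwinding followed kinetically by red fluorescence (ex 525/em 598 nm).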
IL2 activator – IL-2 activation; activation, % (series mostly up to about 46 µM); IL-2 activation reporter assay, cell-based qHTS; stimulated with anti-CD3/CD4/CD28 beads; in transgenic mouse T cells; 360,000 tested, 0.065% active; in the data active means activation above about 50%; inconclusive means mostly about 30% to 49%; further: 0% is about no effect
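Unstimulated transgenic mouse T cells; 60-min compound exposure; bead-based TCR/CD4/CD28 stimulation; 18 h culture, 37 degrees C; dual fluorescence (EGFP, DsRed) plate cytometry.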
EPAC1 agonist – EPAC1 (human) agonism | EPAC1 agonist qHTS, biochemical assay; response scale: 100% = response to 6.5 mM cAMP | Potency, µM (highest dose often 154 µM), inactives show top-dose activation, actives largely listed as activators | 360,000 tested, 0.073% active; further: potency means the concentration at half of the fitted maximal effect; nearly all actives have a fitted effect of over 60% in size
Target sequence (O95398 whole entry, looked up): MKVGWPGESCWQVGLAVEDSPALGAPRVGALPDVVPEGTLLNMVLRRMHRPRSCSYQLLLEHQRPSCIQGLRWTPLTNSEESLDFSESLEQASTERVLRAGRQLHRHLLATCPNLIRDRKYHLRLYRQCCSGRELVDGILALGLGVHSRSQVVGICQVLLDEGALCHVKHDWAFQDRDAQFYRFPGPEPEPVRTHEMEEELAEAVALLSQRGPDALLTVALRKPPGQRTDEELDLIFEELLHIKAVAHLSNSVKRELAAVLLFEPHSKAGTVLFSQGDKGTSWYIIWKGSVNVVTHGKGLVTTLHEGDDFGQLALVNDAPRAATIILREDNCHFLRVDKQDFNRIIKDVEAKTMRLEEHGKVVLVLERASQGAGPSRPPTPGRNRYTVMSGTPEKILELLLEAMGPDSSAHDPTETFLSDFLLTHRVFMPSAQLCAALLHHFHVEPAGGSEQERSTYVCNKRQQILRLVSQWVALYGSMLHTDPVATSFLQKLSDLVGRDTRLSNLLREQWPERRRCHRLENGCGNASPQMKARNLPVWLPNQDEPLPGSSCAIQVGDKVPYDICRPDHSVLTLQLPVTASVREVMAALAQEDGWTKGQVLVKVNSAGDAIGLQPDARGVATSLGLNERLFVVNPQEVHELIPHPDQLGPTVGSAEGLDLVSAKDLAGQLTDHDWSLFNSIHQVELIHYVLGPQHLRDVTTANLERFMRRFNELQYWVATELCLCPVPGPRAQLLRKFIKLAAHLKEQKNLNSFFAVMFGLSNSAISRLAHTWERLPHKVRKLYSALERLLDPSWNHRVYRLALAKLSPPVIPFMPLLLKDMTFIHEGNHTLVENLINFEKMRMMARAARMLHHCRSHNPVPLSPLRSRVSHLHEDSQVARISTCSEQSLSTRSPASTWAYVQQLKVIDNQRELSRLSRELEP
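Nucleotide exchange assay: 100 nM EPAC1 with 250 nM Rap1B loaded with BODIPY-GDP and 50 uM GDP, room temperature. Fluorescence (480/540 nm) read every 5 min for 30 min; signal change normalized to 6.5 mM cAMP as full agonist.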
PLK1 PBD inh – inhibitors of human PLK1 polo-box domain binding | 360,000 tested, 2.8% active | AID 720504 | Potency, µM, inactives show max response, negative = inhibition, actives largely listed as inhibitors | Plk1 PBD binding of FITC phosphopeptide, fluorescence polarization | P53350; further: potency means the concentration at half of the fitted maximal effect; series mostly up to about 57 µM; on the % scale 0 is the no-effect control and ±100 the full control effect; nearly all actives have a fitted effect of over 65% in size
PI5P4K alpha inh – PI5P4K alpha (human) kinase inhibition | P48426 | 330,000 tested, 1.2% active | PI5P4Kalpha enzyme, ADP-Glo luminescence, 60 min; stronger effect = lower value | max response, %; active means max response of -50% or lower; inconclusive means between -30% and -50%; inactive means -30% or higher; further: value at the top dose of about 77 µM; on the % scale 0 is the no-effect control and ±100 the full control effect
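Luminescence from ADP-Glo served as readout of PI5P4Kalpha activity in a qHTS format. Reaction: enzyme, substrate, compound, ATP at 5 microM final, 60 min at RT.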
EPAC1 antagonist – antagonists of human EPAC1 | O95398 | EPAC1 GEF assay, Rap1b-BODIPY-GDP exchange fluorescence | Potency, µM (doses to about 115 µM), inactives show at the highest dose activity change, negative = inhibition, hits mostly inhibitors | 360,000 tested, 0.14% active;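 further: potency means the concentration at half of the fitted maximal effect; plate controls were vehicle for no effect and positive control for full effect; nearly all actives have a fitted effect of over 50% in size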
* hit, by the source's call; ? = inconclusive; / = not tested or not shown; & = joins results of further samples; [ ] = remark or other dose. Unless noted, the call rests on the fitted dose curve; in most records, active means well fitted curve in the direction sought with a large enough effect; inconclusive means small, poorly fitted or top-dose-only effect, or another doubt; inactive means no such curve, though single readings can be large; an effect the other way counts as inactive or inconclusive.

SMILES	FUS suppressor	Abeta yeast res	WRN helicase inh	IL2 activator	EPAC1 agonist	PLK1 PBD inh	PI5P4K alpha inh	EPAC1 antagonist
O=C(O)CCc1ccc(-c2ccccc2)n1-c1cccc(C(=O)O)c1	-7%	-1%	2%	0.0	8%	-16%	-4	-11%
O=C(N/N=C/c1cccnc1)/C(=C\c1cccs1)NC(=O)c1ccccc1	/	5%	-13%	-0.5	-13%	5%	16	4%
CCOC(=O)Cc1csc(NC(=O)c2ccc(OC)c(OC)c2)n1	1%	15%	6%	-1.4	1%	0%	/	1%
Cc1cc(C(=O)N2CCN(c3cccc(Cl)c3)CC2)c(C)o1	9%	-3%	-15%	0.8	-5%	-10%	2	-4%
CCOC(=O)Cn1nnnc1CN(Cc1cccs1)Cc1cc2cc(C)cc(C)c2[nH]c1=O	?	2%	5%	-1.9	24%	-4%	/	-18%
COc1ccc(-c2nn(CCC#N)cc2C(=O)Nc2cccc(C(=O)O)c2)cc1[N+](=O)[O-]	16%	0%	3%	0.4	-2%	-4%	3	-22%
COc1ccc(OCCCC(=O)Nc2ccc(N3CCCCC3)cc2)cc1	/	-4%	4%	0.0	-3%	0%	5	11%
O=S(=O)(Nc1ccncc1)c1cc(Cl)c(Cl)cc1Cl	-19%	-12%	-4%	0.2	13%	-5%	-7	-6%
CN(C)S(=O)(=O)c1cccc(NC(=O)c2cc(-c3cccs3)nn2-c2ccccc2)c1	/	6%	-16%	0.0	-1%	-1%	-1	-6%
CC(=O)c1c(C)nc2ccc([N+](=O)[O-])cc2c1-c1ccccc1	13%	-15%	2%	1.2	-2%	-19%	-2	-5%
Cn1c(SCc2ccccc2)nnc1-c1ccc2c(c1)OCO2	8%	1%	-5%	-0.5	7%	-5%	-2	0%
Cc1ccc2c(c1)NC(=O)C(CC(=O)NCc1cccnc1)O2 (stereo not given)	-19%	-7%	4%	-2.2	-9%	-27%	-5	-11%
CCOC(=O)c1ccccc1NC(=O)CSc1cccc[n+]1[O-]	6%	-11%	1%	-0.2	1%	-6%	8	5%
COc1ccc(C2N3CC4(C)CN2CC(C)(C3)C4)cc1OC (stereo not given)	-10%	3%	5%	0.3	5%	-7%	0	12%
Brc1cccc(CSc2nnc(-c3ccncc3)o2)c1	17%	13%	-9%	2.8	-1%	-19%	-9	-3%
CN(C[C@H](Cc1ccccc1)N(C[C@@H](CC1CCCCC1)N(CCc1ccccc1)N=O)N=O)N=O	5%	-4%	-1%	-0.2	3%	-10%	0	2%
NC(=O)c1cc([N+](=O)[O-])ccc1NCCN1C(=O)c2ccc(C(=O)O)cc2C1=O	28%	-17%	-19%	-0.5	8%	-4%	-87*	-23%
Cc1cccc(CSc2cccc3cccnc23)c1	-9%	-35%[inhibitor]	-13%	-1.2	17%	11µM*	3	-6%
CC1CCN(CCCCOc2cccc(C(C)C)c2)CC1	-3%	1%	5%	-1.0	-4%	-4%	-4	-12%
CCOC(=O)C1CCN(C(=O)C(C)N(c2ccc(Oc3ccccc3)cc2)S(C)(=O)=O)CC1 (stereo not given)	30%	11%	0%	-3.2	-3%	0%	-2	-10%
Cc1nc2c3ccccc3nc(NNC(=O)CCC(=O)NCCN3CCN(c4ccccc4)CC3)n2n1	3%	-13%	-3%	0.1	15%	-12%	-9	-6%
COc1ccc(Cl)cc1NC(=O)C(=O)NCc1ccncc1	11%	-9%	6%	-1.2	3%	-22%	-1	-12%
CC1(C)CC2CC(C)(CN2C(=O)c2cc(-c3ccc(F)cc3)on2)C1 (stereo not given)	-2%	-6%	-2%	-0.1	5%	-8%	18	1%
O=[N+]([O-])c1cc(CS(=O)(=O)Oc2ccc(Cl)cc2)c(O)c([N+](=O)[O-])c1	19%	-6%	-7%	-1.5	-1%	-29%	-14	1%
O=C(O)CCN1CCN(S(=O)(=O)c2ccc3ccccc3c2)CC1	0%	10%	7%	-0.1	23%	-16%	-4	10%
CCn1c(=O)n(CC)c2cc(S(=O)(=O)Nc3cc(C)cc(C)c3C#N)ccc21	12%	8%	-8%	-1.4	4%	-2%	/	5%
COc1ccc2[nH]cc(CCNC(=O)COc3ccc4ccc(=O)oc4c3)c2c1	-3%	14%	-10%	-0.3	-9%	3%	1	-9%
Cc1cccc(/C=N/NC(=O)c2cc(C)nc3ccccc23)n1	-5%	11%	-2%	1.0	0%	-1%	2	-9%
Cc1ccccc1NC1=NCC(c2ccc([N+](=O)[O-])cc2)S1 (stereo not given)	20%	-16%	5%	0.2	-3%	-9%	12	-32%
O=C(c1ccccc1F)N1CCN(C(=O)C(c2ccccc2)c2ccccc2)CC1	20%	5%	4%	1.9	6%	-10%	0	21%
O=C(NCCc1ccccn1)c1ccc(COc2ccccc2)o1	0%	19%	4%	-0.2	-1%	-3%	/	-7%
CCCCCCCNC(=O)C1(CC2CC(c3cccc(Br)c3)=NO2)CCNCC1 (stereo not given)	?	-26%	-4%	-0.7	-21%	-4%	?	-21%
COc1cccc(NC(=S)C(C#N)=C2N(C)c3ccccc3N2C)c1	18%	0%	-1%	-2.2	-1%	-18%	-5	?
COc1ccccc1CNC(=O)COC(=O)CCN1C(=O)C2CC=CCC2C1=O (stereo not given)	-9%	-3%	6%	0.0	13%	-16%	-1	-10%
O=C(C(=O)N1CCCc2ccccc21)c1cn(CC(=O)N2CCOCC2)c2ccccc12	13%	-9%	-6%[57.1 µM]	-2.1	9%	-1%	2	-8%
CCOC(=O)C1(C)CCN1C(=O)COc1ccc(C(C)(C)C)cc1 (stereo not given)	18%	6%	2%	-0.4	-8%	-9%	4	20%
Cc1cccc(CS(=O)(=O)Cc2ccc(C(=O)NC3CCCCC3)o2)c1	19%	-11%	2%	-3.9	8%	-23%	3	-13%
CCn1c(=O)cc(OCC(=O)NCC2CCCO2)c2ccccc21 (stereo not given)	26%	5%	-3%	-2.1	1%	-4%	0	-8%
Cn1ccnc1SC(C(=O)O)c1ccccc1 (stereo not given)	-1%	-9%	8%	-0.9	8%	-13%	0	-17%
Cc1cc(C)c2c(=O)[nH]c(SCC(=O)N(C)C)nc2n1	-16%	12%	-1%	-0.8	6%	-6%	/	6%
CCCCC1(C(=O)OCC)NC(c2ccc(O)cc2)C2C(=O)N(c3ccccc3)C(=O)C21 (stereo not given)	5%	-21%	?	-0.1	-9%	12µM*	-24	6%
CC(C)(C)N(Cc1ccccc1)C(=O)COC(=O)CN1C(=O)C2CC=CCC2C1=O (stereo not given)	/	8%	0%	-4.3	-5%	1%	-7	6%
C=CCNC(=S)N/N=C(\C)c1cc(OC)c(OC)c(OC)c1	/	2%	1%	0.0	4%	-21%	-7	-17%
COc1ccc(CN2CCN(C3CCC3)CC2CCO)c(F)c1 (stereo not given)	-11%	-17%	-4%	0.7	14%	-16%	1	-6%
Nc1cnccc1C(=O)O	3%	-7%	-13%	2.6	29%	?	?	-10%
CCOc1ccc(NS(=O)(=O)c2ccc(N)cc2)cc1	14%	-12%	-3%	0.1	12%	-7%	/	2%
Cc1c(C(=O)Nc2ccc(N3CCOCC3)cc2)oc2ccccc12	12%	1%	-21%	-1.6	17%	-1%	-1	-11%
COC(=O)c1ccc2c(c1)nc(C)n2CCO	3%	-11%	6%[57.1 µM]	0.2	0%	-3%	-2	6%
Cc1nn(CC(C)C)c(Cl)c1C(=O)N(c1ccc(Cl)cc1F)S(C)(=O)=O	33%	-9%	8%	-0.1	15%	-6%	-2	0%
CCOC(=O)N(C)C[C@@H]1OCc2cn(nn2)CCCC(=O)N([C@@H](C)CO)C[C@H]1C	-18%	-3%	-5%	-1.0	13%	-16%	-1	6%
CCC(c1nnnn1C1CCCC1)N1CCN(c2ccccc2)CC1 (stereo not given)	3%	0%	-1%	0.2	7%	-14%	13	-9%
COc1ccccc1C(=O)NC(C)c1ccccc1 (stereo not given)	13%	22%	-10%	-0.8	-2%	-2%	6	9%
Cc1ccc(OCC(=O)Nc2ccccc2C(=O)N2CCCCC2)cc1	-11%	-8%	-4%	-2.1	-19%	0%	5	3%
O=C(COC(=O)c1cc(S(=O)(=O)N2CCOCC2)ccc1Cl)Nc1ccc(Cl)cn1	22%	1%	-6%	-1.2	19%	-8%	-23	3%
CC(=O)O[C@]1(C(C)=O)CC[C@H]2[C@@H]3C=C(Cl)C4=CC(=O)CC[C@]4(C)[C@H]3CC[C@@]21C	10%	-25%	4%	-0.6	-23%	0%	2	2%
c1ccc(OCCSc2nnnn2C2CCCCC2)cc1	3%	-19%	-4%	-0.1	5%	-3%	-2	-11%
CC(=O)Nc1nc(N2C(=O)c3ccccc3C2=O)n(-c2ccccc2)n1	8%	1%	-8%	2.5	2%	-11%	2	-5%
Cc1nnc(SCC(=O)c2cc(C)n(-c3c(C)n(C)n(-c4ccccc4)c3=O)c2C)s1	22%	13%	4%	-2.6	-2%	-2%	/	11%
N=C(N)CCCOc1ccccc1-c1ccccc1	/	5%	-23%	-4.3	13%	-1%	8	-7%
Cc1noc(/C=C/N(C)C)c1S(=O)(=O)N1CCCC(C(=O)Nc2ccc(F)cc2F)C1 (stereo not given)	?	2%&-1%	-4%	-0.5	8%	-9%	6	-1%
Cc1cccc(NS(=O)(=O)c2cccc(C(=O)N3CCCC(C(F)(F)F)C3)c2)c1 (stereo not given)	27%	14%	-8%	-5.6	-7%	-6%	0	6%
O=C(Cc1ccccc1)Nc1nc2ccccc2[nH]1	14%	17%	-1%	-1.6	-1%	-2%	/	11%

Of the compounds above, six contain fluorine.
SMILES	FUS suppressor	Abeta yeast res	WRN helicase inh	IL2 activator	EPAC1 agonist	PLK1 PBD inh	PI5P4K alpha inh	EPAC1 antagonist
CC1(C)CC2CC(C)(CN2C(=O)c2cc(-c3ccc(F)cc3)on2)C1 (stereo not given)	-2%	-6%	-2%	-0.1	5%	-8%	18	1%
O=C(c1ccccc1F)N1CCN(C(=O)C(c2ccccc2)c2ccccc2)CC1	20%	5%	4%	1.9	6%	-10%	0	21%
COc1ccc(CN2CCN(C3CCC3)CC2CCO)c(F)c1 (stereo not given)	-11%	-17%	-4%	0.7	14%	-16%	1	-6%
Cc1nn(CC(C)C)c(Cl)c1C(=O)N(c1ccc(Cl)cc1F)S(C)(=O)=O	33%	-9%	8%	-0.1	15%	-6%	-2	0%
Cc1noc(/C=C/N(C)C)c1S(=O)(=O)N1CCCC(C(=O)Nc2ccc(F)cc2F)C1 (stereo not given)	?	2%&-1%	-4%	-0.5	8%	-9%	6	-1%
Cc1cccc(NS(=O)(=O)c2cccc(C(=O)N3CCCC(C(F)(F)F)C3)c2)c1 (stereo not given)	27%	14%	-8%	-5.6	-7%	-6%	0	6%

Screening results (PubChem BioAssay)
